OXTR agonist: human OXTR agonism. CHO-OTR cells, Fluo-8 calcium fluorescence; normalized: DMSO 0%, oxytocin 100%. activation, % at 3 µM. 0.32% of 320,000 active;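 active means activation above the mean of all tested compounds plus 3 SD, cutoff set per screening run, cut at about 20% in these data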;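 further: peak over basal fluorescence ratio from a 100 s FLIPR kinetic read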
GPR7 antagonist: human neuropeptides B/W receptor 1 antagonism; P48145; GPR7-expressing cells, fluorescence antagonist assay; inhibition, % at 4.4 µM; 1.1% of 290,000 active; AID 1861; in the data active means inhibition above about 16%, passing the limit was not always enough;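 further: cells stimulated with the agonist NPW; 0% = agonist with vehicle and 100% = vehicle without agonist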
Target sequence (P48145 whole entry, looked up): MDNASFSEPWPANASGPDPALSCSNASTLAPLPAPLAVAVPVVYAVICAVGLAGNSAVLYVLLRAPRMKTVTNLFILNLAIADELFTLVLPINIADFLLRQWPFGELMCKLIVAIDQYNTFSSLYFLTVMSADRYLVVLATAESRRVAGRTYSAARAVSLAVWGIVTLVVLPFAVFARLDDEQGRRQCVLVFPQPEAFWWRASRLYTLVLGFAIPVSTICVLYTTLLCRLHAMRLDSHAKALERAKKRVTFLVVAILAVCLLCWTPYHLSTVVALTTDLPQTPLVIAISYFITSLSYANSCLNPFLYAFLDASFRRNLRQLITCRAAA
NALP1 inh: NALP1 inhibition. S. cerevisiae NALP1/ASC/caspase-1 growth, X-gal OD620, 72 h. inhibition, % at 10 µM. 0.61% of 280,000 active; in the data active means inhibition mostly above about 24%, no sharp cut-off; inactive means mostly below about 32%; further: some compounds called inactive have numbers as strong as hits
DNA FID counter: displaces DNA intercalator in HCV helicase counter-screen. DNA fluorescent intercalator displacement, fluorescence. inhibition, % at 7.9 µM. 0.17% of 290,000 active. AID 1845; in the data active means inhibition above about 37%;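 further: 0% = vehicle and 100% = reference compound; higher means more ethidium bromide displaced from hairpin DNA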
M18AAP inhibitor: PfM18AAP enzyme inhibition. recombinant PfM18AAP, H-Glu-NHMec fluorogenic cleavage. inhibition, % at 7.35 µM. 1.2% of 290,000 active;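 active means inhibition above the campaign mean inhibition over all tested compounds plus 3 SD, cut at about 28% in these data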;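 further: 0% = plate median of test compound wells and 100% = 2 mM ZnCl2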
MEKK2 WT-MEK5: raises or lowers MEK5 binding to wildtype human MEKK2 PB1 domain; 1.1% of 290,000 active; Q9Y2U5; AID 1531; bead flow cytometry, Alexa488-MEK5 binding to MEKK2 WT; actives lie on both sides; binding response (% of control), % at 10 µM; in the data active means binding response below about 67% or above about 130%
MEKK3 PB1 HTS: MEKK3-MEK5 PB1 interaction, increase or decrease. 1.4% of 290,000 active. Q99759. binding response (% of control), % at 10 µM. bead-based flow cytometry, Alexa488-MEK5 binding to MEKK3; actives lie on both sides; 0 = blocked by unlabeled MEK5, 100 = vehicle;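 active means binding response more than 3 SD above or below the average of its plate-row segment, actives on both sides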;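 further: Alexa488 bead fluorescence after subtracting the streptavidin-only scavenger bead signal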
Target sequence (Q99759 whole entry, looked up): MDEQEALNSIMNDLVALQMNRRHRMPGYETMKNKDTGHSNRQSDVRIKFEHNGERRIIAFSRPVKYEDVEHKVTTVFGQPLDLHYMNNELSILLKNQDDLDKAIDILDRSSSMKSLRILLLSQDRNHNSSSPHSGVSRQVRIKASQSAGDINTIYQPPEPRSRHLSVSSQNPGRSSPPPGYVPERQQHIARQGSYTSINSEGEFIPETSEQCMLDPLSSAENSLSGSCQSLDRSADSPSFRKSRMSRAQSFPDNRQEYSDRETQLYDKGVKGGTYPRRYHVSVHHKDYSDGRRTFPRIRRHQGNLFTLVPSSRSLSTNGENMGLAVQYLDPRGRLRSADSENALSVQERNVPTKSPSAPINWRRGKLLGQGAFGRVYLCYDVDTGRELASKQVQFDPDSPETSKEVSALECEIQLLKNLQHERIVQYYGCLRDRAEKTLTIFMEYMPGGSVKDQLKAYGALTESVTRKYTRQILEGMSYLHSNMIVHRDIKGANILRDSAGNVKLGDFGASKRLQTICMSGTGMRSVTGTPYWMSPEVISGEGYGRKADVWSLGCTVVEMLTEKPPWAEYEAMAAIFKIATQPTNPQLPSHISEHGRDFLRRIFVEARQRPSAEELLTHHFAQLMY
MEKK2mut PB1 HTS: signal of MEK5 binding to mutant human MEKK2 PB1 domain. percent response, % at 10 µM. 0.35% of 290,000 active. bead flow cytometry, Alexa488-MEK5 binding to MEKK2 mutant. AID 1530; in the data active means percent response above about 24%, passing the limit was not always enough; further: inactives centre near 1; some results filed as inactive read as strong as hits; reference of the scale not given here
PHOSPHO1 block: inhibitors of human PHOSPHO1 phosphatase. 1.1% of 290,000 active. Q8TCT1. AID 1565. recombinant PHOSPHO1, absorbance phosphatase assay. inhibition, % at 13.3 µM; in the data active means inhibition above about 60%
An asterisk follows results filed as active; . = not tested or not shown.

SMILES,OXTR agonist,GPR7 antagonist,NALP1 inh,DNA FID counter,M18AAP inhibitor,MEKK2 WT-MEK5,MEKK3 PB1 HTS,MEKK2mut PB1 HTS,PHOSPHO1 block
COc1cc2c(=O)n(CCC(=O)NCC3CCCO3)c(=O)n(CC(=O)Nc3ccccc3C)c2cc1OC (stereo not given),0.1,3,-14,-24,-2,101,99,-5,10
COc1cc(OC)c(NS(=O)(=O)c2cc(C(=O)OCC(=O)NCC3CCCO3)ccc2OC)cc1Cl (stereo not given),1.4,-10,8,-22,0,101,106,-4,-8
CS(=O)(=O)N1CCN(C(=O)COc2ccccc2)CC1,-1.0,9,6,19,0,86,92,-15,47
Cc1ccccc1NC(=O)CCN1CCN(C/C=C/c2ccccc2)CC1,-0.3,-4,22,4,4,94,96,2,14
Cc1ccc(OS(=O)(=O)c2ccccc2)c(/C=N/N=C2\NC(=O)C(C)S2)c1 (stereo not given),0.3,1,10,-6,-7,101,102,-1,-17
O=C(NCCCN1CCCC1=O)Nc1ccc(Br)cc1Cl,-0.9,-7,17,-9,-9,103,100,6,34
COc1ccc(/C(O)=C2\C(=O)C(=O)N(CCN(C)C)C2c2cc(OC)c(OC)c(OC)c2)c(C)c1 (stereo not given),0.1,6,1,-10,-1,100,95,7,-12
CCc1cc(C(=O)Cc2ccccn2)c(O)cc1O,4.0,3,14,-7,5,102,104,0,40
O=c1cc(CO)occ1OCc1cccc(C(F)(F)F)c1,-0.7,-2,6,-4,0,96,97,-1,24
CCCc1cc(=O)oc2c(CN3CCN(C)CC3)c(O)c(Cl)cc12,0.2,.,14,.,.,104,100,1,15
Cc1ccc(NS(=O)(=O)c2ccc(C)c(NC(=O)COc3ccccc3)c2)c(C)c1,-1.1,-15,35,-19,0,101,105,-1,-2
O=C(C1CCN(Cc2ccccc2O)CC1)N1CCN(Cc2ccc3c(c2)OCO3)CC1,1.3,-1,14,6,-9,107,103,6,2
Cc1cc(OCC(=O)NC(C)C)cc(C)c1Br,0.4,-3,14,-9,-1,105,105,3,-11
COC(=O)c1c(C)[nH]c(C(=O)COC(=O)Cc2ccc3c(c2)OCCO3)c1C,1.4,-11,-5,-17,-3,105,106,5,-14
Cc1ccc(/C=N/NC(=O)c2ccc(NC(=O)c3ccc(Cl)cc3)cc2)o1,1.0,-4,24,-14,7,96,103,-4,31
O=C(COC(=O)c1ccc(NS(=O)(=O)c2cccs2)cc1O)NCc1ccccc1,0.2,17,4,-18,-5,91,98,-2,43
Cc1onc(-c2c(F)cccc2Cl)c1C(=O)OCC(=O)c1c(N)n(C)c(=O)n(C)c1=O,5.7,-12,-12,3,-4,100,107,0,7
CCCS(=O)(=O)N1CCN(Cc2ccncc2)CC1,0.3,2,18,10,16,99,99,-2,-16
Cc1ccsc1C(C(=O)NC1CCCCC1)N(C(=O)Cc1cccs1)C1CC1 (stereo not given),-1.9,-12,20,-10,0,102,101,5,4
N#C/C(=C\c1ccc(Cl)cc1)c1nc2ccccc2o1,-0.3,2,15,-1,4,101,111,0,2
COc1ccccc1CN1CCNC(=O)C1CC(=O)NCc1cn(C)nc1C (stereo not given),-0.2,-15,14,-5,8,93,101,-11,26
CC1(C)Cc2ccccc2-c2nnnn21,0.8,-14,16,0,7,81,74,-12,-3
Cc1ccc(-c2csc3nc[nH]c(=O)c23)cc1C,-1.2,-21,24,-7,-8,106,105,5,24
CC(C)NC(=O)c1ccc2c3n(nc2c1)-c1ccc(Cl)cc1CO3,-0.8,.,-5,.,.,97,95,-5,35
COc1cccc(CN2CC(C(=O)N(C)Cc3nc4ccc(F)cc4[nH]3)CCC2=O)c1 (stereo not given),-0.2,-3,30,-20,-1,100,103,1,32
CN(C)CCNC(=O)Cn1nc(-c2ccc(Cl)cc2)ccc1=O,4.8,-10,21,8,5,.,.,.,27
CN(CCCC(=O)NCc1ccc2c(c1)OCO2)S(=O)(=O)c1ccc([N+](=O)[O-])cc1,1.6,14,12,-13,1,110,103,7,13
O=C(NCc1ccccc1)C(=O)NCC(c1ccco1)N1CCN(c2ccccc2F)CC1 (stereo not given),-0.9,2,-9,-24,7,75,84,-34,46
CC1CCCN(C(=O)C2CCN(S(=O)(=O)c3cccc4nsnc34)CC2)C1 (stereo not given),-0.9,-4,0,-28,4,99,99,2,12
COCCCNc1nc2nonc2nc1N1CCN(Cc2cccc(C)c2)CC1,-0.2,-5,10,-7,-5,105,103,7,7

Reformatted with values under each structure: five of the compounds above
Results follow in this order: OXTR agonist, GPR7 antagonist, NALP1 inh, DNA FID counter, M18AAP inhibitor, MEKK2 WT-MEK5, MEKK3 PB1 HTS, MEKK2mut PB1 HTS, PHOSPHO1 block
> COc1cc(OC)c(NS(=O)(=O)c2cc(C(=O)OCC(=O)NCC3CCCO3)ccc2OC)cc1Cl (stereo not given)
→ 1.4, -10, 8, -22, 0, 101, 106, -4, -8
> CS(=O)(=O)N1CCN(C(=O)COc2ccccc2)CC1
→ -1.0, 9, 6, 19, 0, 86, 92, -15, 47
> Cc1ccccc1NC(=O)CCN1CCN(C/C=C/c2ccccc2)CC1
→ -0.3, -4, 22, 4, 4, 94, 96, 2, 14
> Cc1ccc(OS(=O)(=O)c2ccccc2)c(/C=N/N=C2\NC(=O)C(C)S2)c1 (stereo not given)
→ 0.3, 1, 10, -6, -7, 101, 102, -1, -17
> O=C(NCCCN1CCCC1=O)Nc1ccc(Br)cc1Cl
→ -0.9, -7, 17, -9, -9, 103, 100, 6, 34

Compounds above with four or more nitrogen atoms (9):
SMILES,OXTR agonist,GPR7 antagonist,NALP1 inh,DNA FID counter,M18AAP inhibitor,MEKK2 WT-MEK5,MEKK3 PB1 HTS,MEKK2mut PB1 HTS,PHOSPHO1 block
COc1cc2c(=O)n(CCC(=O)NCC3CCCO3)c(=O)n(CC(=O)Nc3ccccc3C)c2cc1OC (stereo not given),0.1,3,-14,-24,-2,101,99,-5,10
Cc1onc(-c2c(F)cccc2Cl)c1C(=O)OCC(=O)c1c(N)n(C)c(=O)n(C)c1=O,5.7,-12,-12,3,-4,100,107,0,7
COc1ccccc1CN1CCNC(=O)C1CC(=O)NCc1cn(C)nc1C (stereo not given),-0.2,-15,14,-5,8,93,101,-11,26
CC1(C)Cc2ccccc2-c2nnnn21,0.8,-14,16,0,7,81,74,-12,-3
COc1cccc(CN2CC(C(=O)N(C)Cc3nc4ccc(F)cc4[nH]3)CCC2=O)c1 (stereo not given),-0.2,-3,30,-20,-1,100,103,1,32
CN(C)CCNC(=O)Cn1nc(-c2ccc(Cl)cc2)ccc1=O,4.8,-10,21,8,5,.,.,.,27
O=C(NCc1ccccc1)C(=O)NCC(c1ccco1)N1CCN(c2ccccc2F)CC1 (stereo not given),-0.9,2,-9,-24,7,75,84,-34,46
CC1CCCN(C(=O)C2CCN(S(=O)(=O)c3cccc4nsnc34)CC2)C1 (stereo not given),-0.9,-4,0,-28,4,99,99,2,12
COCCCNc1nc2nonc2nc1N1CCN(Cc2cccc(C)c2)CC1,-0.2,-5,10,-7,-5,105,103,7,7

Carrying on.
SMILES,OXTR agonist,GPR7 antagonist,NALP1 inh,DNA FID counter,M18AAP inhibitor,MEKK2 WT-MEK5,MEKK3 PB1 HTS,MEKK2mut PB1 HTS,PHOSPHO1 block
CCC(C)(C(=O)NC1CCCCC1)N(Cc1cccs1)C(=O)c1ccccn1 (stereo not given),-1.0,22,-8,-34,-14,90,93,-14,-17
O=C(NCc1cccs1)c1ccc(S(=O)(=O)N2CCOCC2)cc1,0.3,17,6,4,-5,68,65,-15,4
CCOc1ccc(S(=O)(=O)Nc2ccc(S(=O)(=O)N3CCCC3)cc2)cc1,2.7,-8,6,-17,-11,101,101,4,1
Cc1cc(-c2nn(-c3ccccc3F)cc2CN2CCCC(C(N)=O)C2)c(C)s1 (stereo not given),0.4,-12,-14,5,-1,105,100,-3,33
Cc1ccc(C2=Nc3cccnc3C(c3ccccc3)=NN2)cc1,-1.8,-1,10,-13,5,85,102,-10,6
O=C(Nc1ccon1)c1cc(-c2ccccc2)nc2ccccc12,-3.0,-3,-2,-10,-6,.,.,.,2
Cc1ccc(-n2nc(-c3ccccc3)cc2Nc2ccccc2N)cc1,-1.6,-2,26,-6,3,113,139*,1,-18
COc1ccc(-c2coc3cc4oc(=O)c(CC(=O)O)c(C)c4cc23)cc1,.,12,6,-14,4,95,96,-1,40
CCSc1ccc(-c2nn(-c3ccccc3)cc2/C=C(/C#N)C(=O)NC)cc1,-0.3,2,31,0,3,113,115,2,-4
Cc1ccccc1C(=O)N1CCN(c2ccc([N+](=O)[O-])c(N3CCOCC3)c2)CC1,-0.1,11,8,-38,-6,109,106,8,-68
O=C(CCCCCNC(=O)N1CCn2c1nc1ccccc12)NCc1ccccc1,-1.7,0,18,-48,2,95,88,-12,43
CCOC(=O)C1=NNC2C(=O)N(C3CCCCC3)C(=O)C12 (stereo not given),-0.1,15,4,0,0,105,98,4,4
COc1ccc([N+](=O)[O-])cc1NC1CCN(C(=O)c2cccs2)CC1,-0.6,-10,13,-17,4,108,104,5,-1
CC1CCCCC1Nc1nc2ccc(Cl)cc2n2cnnc12 (stereo not given),-0.8,-14,10,-29,4,101,102,1,44
CCCCCn1c(=N)c(S(=O)(=O)c2ccc(Br)cc2)cc2c(=O)n3cccc(C)c3nc21,0.6,-3,13,-11,2,98,102,1,20
O=C(Nc1c(C(=O)NCc2ccco2)cnn1-c1ccccc1)c1cccc(F)c1,-1.2,1,2,-10,-10,96,94,1,18
CNC(=O)COC(=O)c1cc(SC)ccc1Cl,-0.4,-9,9,0,6,101,101,2,12
C/C(=N\NC(=O)c1cccc([N+](=O)[O-])c1)c1cccc(NC(=O)C2CC2)c1,-1.0,-5,2,5,4,92,98,-8,37
CSc1oc(-c2ccc(F)cc2)nc1S(=O)(=O)c1ccc(F)cc1,-2.6,-16,11,-7,-3,106,106,10,13
Cc1cccc(-c2nc(C)cc(=O)[nH]2)c1,0.1,1,18,0,-16,97,104,-4,-14
CCN(CC)CC(=O)Nc1ccc([N+](=O)[O-])cc1,1.0,-10,15,4,0,102,108,2,44
COc1ccccc1N1CCN(C(=O)CCCN2C(=O)c3cccc4cccc(c34)C2=O)CC1,-0.9,-18,35,-48,0,113,107,16,-9
NC(=Nc1ccc(Cl)cc1)c1ccccc1,8.6,0,15,-3,-11,100,106,6,36
O=S(=O)(C(=CNc1ccccc1)S(=O)(=O)c1ccccc1)c1ccccc1,-1.9,-4,23,-3,4,104,98,7,-19
COCCSc1ccccc1C(=O)NCC1CCCO1 (stereo not given),-0.1,-8,-4,-6,-2,100,105,1,-12
S=c1[nH]nc(CCCc2n[nH]c(=S)o2)o1,1.0,-4,.,-6,7,.,.,.,37
O=S1(=O)N=C(N(CCO)/N=C/c2ccc(Br)cc2)c2ccccc21,0.0,-7,-2,-23,1,107,103,7,.
CCC(Sc1ncccc1C(=O)OCCN1CCCC1=O)C(=O)NCc1ccco1 (stereo not given),0.4,-7,11,-12,1,107,103,7,36
COc1ccc(N2CCOCC2)c(NC(=O)c2cccnc2)c1,-0.3,-14,10,-15,-5,104,101,5,10
